RMI FANCM FP: blocks RMI1/RMI2 complex binding to FANCM MM2 peptide | actives 0.58% (n = 70,000) | AID 1159607 | Fluorescence polarization, RMI core complex with F-MM2 peptide; active compounds read low | FP signal (polarization) at 33 µM; in the data active = FP signal below about 40; note: inactives centre near 61; strong numbers were not always called active; unit not given here
Active calls of the source: *; & = joins results of further samples. This is a subset; count on the stated rates, not on these rows.

Structure,RMI FANCM FP
O=C(CSc1nc2[nH]ncc2c(=O)n1-c1ccccc1)NCC1CCCO1 (centres undefined),72
O=S(=O)(c1cccs1)N1CCC(c2nc(-c3ccc4c(c3)OCO4)no2)CC1,76
CC(=O)N1CCN(S(=O)(=O)c2ccc(C(=O)Nc3ccc(F)cc3)cc2)CC1,63
CC(C)CN1C(=O)SC(Nc2ccc(F)c(Cl)c2)C1=O (centres undefined),61
O=C(NC1CCS(=O)(=O)C1)c1cccc(C(F)(F)F)c1 (centres undefined),54
CC1(C)COc2cc(NC(=O)Cc3ccc(F)cc3)ccc2NC1=O,68
O=c1[nH]c(=S)c2c(n1Cc1cccnc1)CCC2,62
COCCN1CCC(CNS(=O)(=O)c2ccc3c(c2)OCCO3)CC1,70
CCOc1nn(CC)cc1C(=O)Nc1nnc(SCC)s1,61
Cc1nccn1CCN,65
O=C(Nc1nc2c(s1)-c1cccc3cccc-2c13)c1cc(Cl)cc(Cl)c1,56
CN(C)S(=O)(=O)c1ccc(C(=O)NCCCS(=O)(=O)N2CCN(c3ccccn3)CC2)cc1,59
CNC(=S)c1c(-c2ccccc2)c2c3n(c(COc4ccc(OC)cc4)nn13)CCCC2,54
O=C(NCCc1ccc(N2CCCC2)cc1)c1ccc(Cl)cc1,71
CC1C(=O)CC(c2ccc([N+](=O)[O-])cc2)NC1c1ccc([N+](=O)[O-])cc1 (centres undefined),54
CCC1SC(CC)C(=O)N(CC(=O)NC2CCCCC2)C1=O (centres undefined),60
N#Cc1c(F)cccc1NCc1cccnc1,53
Cc1nnc(-c2cc3ccccc3n2Cc2cccnc2)o1,55
O=c1[nH]nc(SCc2nnc(-c3ccc([N+](=O)[O-])cc3)o2)n1C1CCCCC1,58&55
O=C(c1cc(=O)c2ccccc2o1)N1CCN(Cc2nc(-c3cccs3)cs2)CC1,60
Cc1nnc(SC/C=C/c2ccccc2)[nH]c1=O,64
O=C(CSc1ccc(NC(=O)c2cccc(F)c2)nn1)NCc1ccccc1,65
Cc1cc(SCC(N)=O)nc(C(C)C)n1,61
COc1ccc(S(=O)(=O)Nc2ccc(N3CCCC3=O)cc2)cc1F,54
Cc1nn(C)c2ncc(C(=O)Nc3ccc(F)c(Cl)c3)c(SC(C)C)c12,56
CN(C)S(=O)(=O)c1ccc(C(=O)NC(=S)Nc2cccc(-c3nc4ccccc4s3)c2)cc1,56
COCC(=O)Nc1cccc(-c2csc3nc(C)c(C)c(=O)n23)c1,66
COCc1cc(=O)n2[nH]c(-c3cccs3)cc2n1,52
Cn1c(C2CCN(S(C)(=O)=O)CC2)nn(Cc2ccccc2Cl)c1=O,63
O=C(Nc1nnc(-c2ccc(Br)cc2)o1)c1cccc(C(F)(F)F)c1,55
Cn1c(/C(C#N)=C/c2ccc(-c3ccc(S(N)(=O)=O)cc3)o2)nc2ccccc21,141
CCCCc1ccc(NC(=O)Cn2nc(C3CCN(S(C)(=O)=O)CC3)n(C)c2=O)cc1,60
C=CCn1c(SCC(=O)NCc2ccco2)nc2scc(-c3ccc(OC)cc3)c2c1=O,92
O=C(CCC1CCCCC1)Nc1cccc(-c2ccc3nnc(-c4cccnc4)n3n2)c1,71
COc1ccc(Cl)cc1C(=O)Nc1cccc(-c2cn3c(C)csc3n2)c1,77
COC(=O)C1=C(O)c2cccc3c2N(CCC3)C1,55
CC(=O)Nc1ccc(S(=O)(=O)NC2(C(=O)O)CCCCC2)cc1,61
O=C(NCCCc1ccccc1)C(=O)Nc1ccc2c(c1)OCCO2,52
COc1ccc(C)cc1NC(=O)CSc1nnc(-c2ccco2)n1-n1cccc1,55
O=[N+]([O-])c1cc(C(F)(F)F)cc([N+](=O)[O-])c1N1CCCC1c1cccs1 (centres undefined),45
Cc1csc(NC(=O)CCCn2nc(-c3ccc(F)cc3)ccc2=O)n1,75
COc1cn2c(cc1=O)C(=O)N(CCNC(=O)c1ccc(F)c(F)c1)CC2,64
COC(=O)c1cc(S(=O)(=O)Nc2cc(S(=O)(=O)N(C)C)ccc2C)oc1C,54
O=C(CSc1nccn1Cc1ccco1)Nc1ccccc1F,72
Cc1cccc(S(=O)(=O)N2CCCCCC2)c1,48
Cc1nc2scc(C)n2c(=O)c1NC(=O)CCSc1ccccc1,66
O=C1c2cccc3cccc(c23)C(=O)N1CCN1CCN(C(=O)C2(S(=O)(=O)c3ccccc3)CC2)CC1,62
Cc1ccc(S(=O)(=O)N(C)c2ccc(OCC(=O)Nc3ccc(OC(F)(F)F)cc3)cc2)cc1,73
COc1cccc(CNC(=O)CSc2ccc(-c3ccc(-n4cccn4)cc3)nn2)c1,78
N#Cc1c(N)c(C(=O)c2ccc3c(c2)CCCC3)n2ccccc12,68
COc1ccc(Cl)cc1C(=O)Nc1ccc2c(c1)CN(C(=O)C(C)C)CC2,71
CCOC(=O)c1c(NC(C)=O)sc2c1CCC2,60
CC1CCN(C2=NC(=O)/C(=C/c3cn[nH]c3-c3ccccc3)S2)CC1,53
CC1CCN(C(=O)CC2CSc3nc4c(c(=O)n32)CCC4)CC1 (centres undefined),66
O=C(CSc1nc2c(cnn2-c2ccc(Cl)cc2)c(=O)[nH]1)N1N=C(c2cccs2)CC1c1ccc(F)cc1 (centres undefined),71
COc1ccc(C(CNC(=O)C(=O)Nc2ccccc2[N+](=O)[O-])N2CCN(C)CC2)cc1 (centres undefined),53

Carrying on:
Structure,RMI FANCM FP
Clc1cncc(Cl)c1N/N=C\C1CC2C=CC1C2 (centres undefined),65
O=C(Nc1nnc(-c2ccccc2Cl)s1)c1ccc(Cl)c([N+](=O)[O-])c1,53
COc1cc2c(c(OC)c1OC)C(=O)/C(=C/c1ccc(Cl)cc1Cl)C2,59
CN(C)C(=O)CSc1ncnc2sccc12,71
CCOC(=O)c1ccc(NS(=O)(=O)c2ccc3c4c(cccc24)C(=O)N3CC)cc1,58
COC(=O)c1sccc1Oc1ccc([N+](=O)[O-])cc1,57
CCOc1ccc2c(c1)sc(=NC(=O)Nc1ccc(OC)cc1)n2C,53
Cc1ccc(S(=O)(=O)CC(=O)Nc2sc3c(c2C(N)=O)CCN(C(C)C)C3)cc1,57
O=C(O)c1ccc2c(c1)C(=O)N(CCCN1CCOCC1)C2=O,62
Cn1c(C2CCCN(S(C)(=O)=O)C2)nn(CC(=O)N2CCOCC2)c1=O (centres undefined),63
Cc1ccc(N2C(=O)CC(Sc3ccccn3)C2=O)cc1 (centres undefined),57
Nc1nc(Cl)ncc1[N+](=O)[O-],55
O=C(NC(=O)c1cn2cc(C(F)(F)F)cc(Cl)c2n1)Nc1ccc(Cl)cc1,54
COc1ccc(C(=O)CSc2nccn(-c3cccc4ccccc34)c2=O)cc1OC,91
CCOC(=O)C(=CNc1cc(C2CC2)nn1C)C(=O)OCC,57
CSc1nnc(CNC(=O)OC(C)(C)C)n1C,49
CCN1C(=O)c2cc(NS(=O)(=O)c3ccc(OC)cc3C)ccc2Oc2ccccc21,79
COC(=O)c1cccn1S(=O)(=O)c1cc(C(F)(F)F)cc(C(F)(F)F)c1,59
COC(=O)CC1C(=O)NCCN1C(=S)NC(=O)Cc1ccc(Cl)cc1 (centres undefined),63
CCOc1ccc(C(=O)Nc2sc3c(c2C(=O)OC)CCN(C(C)C)C3)cc1,223
COc1ccc(N2CCN(C(=O)c3n[nH]c4ccccc34)CC2)cc1,52
COc1cc(/C=C/C(=O)N2CCC(c3nc4ccccc4[nH]3)CC2)cc(OC)c1OC,59
Cc1cccc(NC(=O)c2cccc(S(=O)(=O)C(C)C)c2)n1,54
CCOC(=O)Cn1c(=O)c2c(nc3n(-c4ccc(C)c(Cl)c4)c(C)c(C)n23)n(C)c1=O,62
Cc1c(C(=O)Nc2ccc3nc(C)n(-c4ccc(F)cc4)c(=O)c3c2)cccc1[N+](=O)[O-],68
CCOc1ccc(-c2ccc(=O)n(CCNC(=O)c3ccc(Br)o3)n2)cc1,55
CCOC(=O)c1c(N=Cc2ccc(O)c([N+](=O)[O-])c2)sc2c1CCCC2,57
C/C=C/C=N\NC(=O)N/N=C\C=C\C,62
CSc1nc2ccc3nc(Nc4nc5ccc(Cl)cc5s4)sc3c2s1,89
Cc1cc(=O)n2[nH]c(C(F)(F)F)c(-c3ccccc3)c2n1,59
N#CCCN1C(=O)C2(OCCO2)C2CCCCC21 (centres undefined),59
COc1cc(OCc2ccccc2)ccc1CN1CCC(C(=O)c2ccc(F)cc2)CC1,70

An excerpt from the list above:
Structure,RMI FANCM FP
C/C=C/C=N\NC(=O)N/N=C\C=C\C,62
CSc1nc2ccc3nc(Nc4nc5ccc(Cl)cc5s4)sc3c2s1,89
Cc1cc(=O)n2[nH]c(C(F)(F)F)c(-c3ccccc3)c2n1,59
N#CCCN1C(=O)C2(OCCO2)C2CCCCC21 (centres undefined),59
COc1cc(OCc2ccccc2)ccc1CN1CCC(C(=O)c2ccc(F)cc2)CC1,70

Other records follow:
Structure,RMI FANCM FP
O=S(=O)(Oc1cccc2[nH]ccc12)c1ccc(Cl)cc1Cl,55
CC(=O)NC(Cc1cc([N+](=O)[O-])c(O)c([N+](=O)[O-])c1)C(=O)O (centres undefined),53
CCc1c2c(nc3sc(C(=O)NCC4CCCO4)c(N)c13)CC(C)(C)CC2=O (centres undefined),57
CC1Cn2c(=O)c3ccccc3c(=O)n2C1,56
Cc1cc(C)n(C(=O)c2sccc2S(=O)(=O)N(C)c2ccc3c(c2)OCCO3)n1,60
CNC(=O)NN=C(N)c1ccccn1,54
Cc1ccc(CCC(=O)Nc2ccc(/C=C/c3ccccc3)cc2)o1,64
CCOC(=O)CCC(=O)N1CCN(Cc2csc(-c3ccccc3)n2)CC1,59
Cc1ccc(N2CC(C(=O)NCc3nnnn3-c3ccccc3)CC2=O)cc1C (centres undefined),54
CCOC(=O)CSc1nnc(NC(=O)COc2ccc(Cl)cc2Cl)s1,56
C#CCOc1c(Cl)cccc1Cl,59
O=C(CN1C(=O)c2ccccc2S1(=O)=O)N1CCN(c2ccccc2F)CC1,57
COc1ccccc1-c1ccc(SCc2cccc(Cl)c2)nn1,60
CN(C)C(c1ccccc1)c1ccccc1,58
Oc1ccc(Cl)cc1C=Nc1ccc(F)cc1Br,50
COc1ccc(S(=O)(=O)Nc2ccc3nc(C)n(-c4ccc(Cl)cc4)c(=O)c3c2)cc1OC,70
Cc1cc(C(=O)N(Cc2ccco2)c2nc3c(Cl)cccc3s2)on1,79
O=C(/C=C/c1ccc([N+](=O)[O-])s1)Nc1ccc2c3c(cccc13)CC2,52
CN(C)c1ccc(C(CNC(=O)c2cccs2)N2CCN(c3ccccc3)CC2)cc1 (centres undefined),57
O=C(c1n[nH]c2ccccc12)N1CCN(c2ccccc2Cl)CC1,54
COc1ccc(-c2cc3c(SCC(=O)Nc4ccccc4C(F)(F)F)nccn3n2)cc1,86
COc1cc(OC)cc(-c2noc(-c3ccc[nH]c3=O)n2)c1,63
COc1ccc2oc(-c3csc(NC(=O)Cc4ccc5c(c4)OCO5)n3)cc2c1,90
CC(C)C(=O)Nc1ccc(SCC(=O)NCc2ccc(Cl)cc2)nn1,67
CCc1cc2c(=O)n(-c3ccccc3)c(SCc3nc4ccccc4[nH]3)nc2s1,63
CC1(C)COc2ccc(NS(=O)(=O)Cc3ccc(F)cc3)cc2NC1=O,63
CCC(NS(=O)(=O)c1ccc(C)cc1)C(=O)NCc1cccnc1 (centres undefined),67
O=C(CCCSc1ccc(NC(=O)c2ccco2)nn1)NC1CC1,64
COC(=O)c1ccc2c(=O)n(CCN3CCN(c4ccc(OC)cc4)CC3)c(=S)[nH]c2c1,68
COC(=O)c1csc(S(=O)(=O)N=S(C)(=O)c2ccc(C)cc2)c1OC (centres undefined),54
O=S1(=O)CC(O)C(NCc2ccccc2)C1 (centres undefined),60
O=C(Nc1ccc([N+](=O)[O-])cc1)Nc1nc(-c2nc3ccccc3s2)cs1,65
Cc1ccc(S(=O)(=O)NC(=O)NCc2ccco2)cc1,54
CCOc1cccc2cc(-c3csc(NC(=O)C4CCN(S(C)(=O)=O)CC4)n3)oc12,68
Cc1ccccc1C(=O)NCCN1CCn2cc(OCc3ccccc3)c(=O)cc2C1=O,63
O=C(NCCOc1ccc2nnc(-c3ccc(F)cc3)n2n1)C(F)(F)F,64
CC(COc1ccc(C(C)C)cc1)NS(=O)c1ccc2ccccc2c1 (centres undefined),65
O=C(CCCSc1ccc(NC(=O)C2CC2)nn1)NC1CC1,62
CCc1ccc(NC(=O)Cn2cccc(-c3nc(-c4ccccc4)no3)c2=O)cc1,143
O=C(CSc1nncc(-c2ccccc2)n1)N1CCN(c2cccc(Cl)c2)CC1,62
O=C1NC(=S)S/C1=C\c1ccc(OC(F)(F)F)cc1,62
COc1ccc(Cn2c(=O)c3nccnc3n(Cc3cc(C)ccc3C)c2=O)cc1,91
CN(C)S(=O)(=O)c1ccc(C(=O)N2CCN(Cc3nc(-c4ccco4)cs3)CC2)cc1,60
Cc1ccc(NC(=O)N2CCC3(CC2)CC(=O)c2ccccc2O3)cc1,55
COc1ccc(CC(=O)NCCOc2ccc3nnc(-c4ccccc4)n3n2)cc1,72
CCc1cc2c(Nc3cccc(O)c3)nc(C)nc2s1,64

Grouped by structure: the compounds so far containing a COOH group (3)
Structure,RMI FANCM FP
CC(=O)Nc1ccc(S(=O)(=O)NC2(C(=O)O)CCCCC2)cc1,61
O=C(O)c1ccc2c(c1)C(=O)N(CCCN1CCOCC1)C2=O,62
CC(=O)NC(Cc1cc([N+](=O)[O-])c(O)c([N+](=O)[O-])c1)C(=O)O (centres undefined),53

Screens from PubChem BioAssay.
